Bioassay records as filed in PubChem.
PME-1 inh – blocks human protein phosphatase methylesterase 1; 320,000 compounds, 0.53% hits; Q9Y570; inhibition, % at 5.9 µM; AID 2130; recombinant PME-1, FP-Rh probe fluorescence polarization;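 active = inhibition above the campaign mean of all compounds plus 3 SD, cut at about 26% in these data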;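 also: competitive labeling of PME-1 active site by serine hydrolase directed probe; 0% = PME-1 with DMSO and 100% = wells lacking PME-1 enzyme; inhibitors block probe labeling so polarization falls and inhibition rises; many of its hits are not listed in these tables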
Target sequence (Q9Y570 whole entry, looked up): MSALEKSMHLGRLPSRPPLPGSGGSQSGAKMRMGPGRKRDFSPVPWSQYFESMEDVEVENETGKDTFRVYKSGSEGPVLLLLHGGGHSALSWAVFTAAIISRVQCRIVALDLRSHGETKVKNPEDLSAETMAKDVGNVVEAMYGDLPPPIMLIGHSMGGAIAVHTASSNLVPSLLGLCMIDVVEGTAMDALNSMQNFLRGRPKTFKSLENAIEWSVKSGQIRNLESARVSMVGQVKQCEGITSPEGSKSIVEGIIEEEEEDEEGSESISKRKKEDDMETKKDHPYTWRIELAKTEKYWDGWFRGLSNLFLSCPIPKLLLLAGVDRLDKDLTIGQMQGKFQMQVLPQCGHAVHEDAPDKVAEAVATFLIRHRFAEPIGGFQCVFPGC
AHR act – human AHR activation | P35869 | AHR-responsive luciferase reporter cells, luminescence | activation, % at 5 µM | 320,000 compounds, 2.5% hits | AID 2796; in the data active = activation above about 47%;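 also: 0% = vehicle wells and 100% = reference agonist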
MCL1 BIM primary – inhibitors of human MCL1 binding to BIM-BH3 peptide. Q07820. GST-MCL1 / FITC-Bim-BH3 fluorescence polarization. inhibition, % at 10.9 µM. 320,000 compounds, 0.68% hits;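 active = inhibition above the mean inhibition of all tested compounds plus 3 SD, set per campaign, cut at about 40% in these data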;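 also: 0% = DMSO wells and 100% = unlabeled Bim-BH3 peptide control; higher means more loss of mP so more displacement of Bim peptide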
Fam108B counter – counter-screen for RBBP9 inhibitors: inhibitors of mouse Fam108B | recombinant Fam108B, FP-Rh probe fluorescence polarization | inhibition, % at 9.51 µM | 300,000 compounds, 0.33% hits | AID 1947;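 active = inhibition above the screen mean inhibition plus 3 SD, computed separately per campaign, cut at about 18% in these data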;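 also: inhibitors lower polarization as less probe binds the enzyme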
MEX-5 binding – C. elegans MEX-5 TCR-2 RNA binding activity | MEX-5/FITC-TCR2 RNA binding, fluorescence polarization; hits give low values | AID 1832 | Q9XUB2 | 300,000 compounds, 0.38% hits | activity score (negative = inhibition of binding), % at 10 µM;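 active = inhibition past about -25% in most replicates, and total fluorescence under double the plate's negative control median, limit read from the data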;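 also: 0% = DMSO and -100% = 5 µM competing unlabeled TCR2 RNA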
PAFAH1B2 inh – blocks human PAF acetylhydrolase 1b catalytic subunit 2; P68402; recombinant PAFAH1B2, FP-rhodamine activity probe, fluorescence polarization; inhibition, % at 3.39 µM; 340,000 compounds, 1.2% hits; AID 492953;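 active = inhibition above the mean of all tested compounds plus 3 SD, cut at about 24% in these data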;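 also: 0% = enzyme with DMSO and 100% = wells lacking PAFAH1B2; many of its hits are not listed in these tables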
Target sequence (P68402 whole entry, looked up): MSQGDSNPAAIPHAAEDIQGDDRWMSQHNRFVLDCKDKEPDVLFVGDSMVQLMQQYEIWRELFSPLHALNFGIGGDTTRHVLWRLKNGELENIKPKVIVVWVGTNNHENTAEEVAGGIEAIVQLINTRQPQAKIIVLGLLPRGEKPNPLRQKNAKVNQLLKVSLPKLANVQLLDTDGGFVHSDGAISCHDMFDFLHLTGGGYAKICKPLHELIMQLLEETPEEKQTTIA
GLD-1 RNA inh – GLD-1-TGE RNA interaction inhibition (C. elegans); purified GLD-1 + fluorescein TGE RNA, fluorescence polarization; inhibition, % at 5.96 µM; 320,000 compounds, 0.44% hits;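 active = percent inhibition above a per-plate cutoff, the plate mean of test compounds plus 3 SD, cut at about 30% in these data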;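 also: 0% = DMSO wells with GLD-1 and probe and 100% = wells lacking GLD-1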
pPAFAH FP inh – pPAFAH (human) enzyme inhibition | Q13093 | recombinant pPAFAH, FP-rhodamine probe fluorescence polarization | inhibition, % at 3.39 µM | 330,000 compounds, 1.5% hits;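 active = inhibition above the mean inhibition across the screen plus 3 SD, cut at about 25% in these data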;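 also: inhibitors block binding of the rhodamine activity-based probe so polarization drops; 0% = enzyme with DMSO and 100% = wells lacking pPAFAH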
Target sequence (Q13093 whole entry, looked up): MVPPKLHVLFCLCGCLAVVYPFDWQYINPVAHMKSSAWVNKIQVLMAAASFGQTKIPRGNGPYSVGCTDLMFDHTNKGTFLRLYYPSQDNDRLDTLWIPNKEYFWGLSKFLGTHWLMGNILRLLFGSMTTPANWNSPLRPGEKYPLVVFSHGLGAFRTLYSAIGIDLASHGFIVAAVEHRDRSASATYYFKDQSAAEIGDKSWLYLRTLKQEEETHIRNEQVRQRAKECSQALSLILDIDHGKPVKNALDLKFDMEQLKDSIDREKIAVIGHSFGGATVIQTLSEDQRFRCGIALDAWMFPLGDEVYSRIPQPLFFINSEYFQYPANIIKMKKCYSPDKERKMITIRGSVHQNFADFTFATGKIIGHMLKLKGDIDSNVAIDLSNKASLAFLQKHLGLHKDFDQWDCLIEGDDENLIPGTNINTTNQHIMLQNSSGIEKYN
Bcl-xL primary – blocks human Bcl-xL binding to Bim BH3 peptide; inhibition, % at 10.9 µM; GST-Bcl-xL / FITC-Bim BH3 peptide fluorescence polarization; 320,000 compounds, 0.7% hits; Q07817;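 active = inhibition above the mean of all tested compounds plus 3 SD, cutoff set per campaign, cut at about 30% in these data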;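 also: 0% = DMSO wells and 100% = unlabeled Bim-BH3 peptide competitor; inhibitors lower millipolarization by displacing the labeled peptide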
Starred values were filed as active, the others as inactive. An excerpt. The share of hits here may be higher or lower than overall.

CCOC(=O)c1cc(-c2ccc(C)c([N+](=O)[O-])c2)nc2c1c(=O)n(C)c(=O)n2C was read as PME-1 inh -4, AHR act 1, MCL1 BIM primary -2, Fam108B counter 0, MEX-5 binding 0.6, GLD-1 RNA inh 0, pPAFAH FP inh 8 and Bcl-xL primary -2.
For COc1cccc(C(=O)Nc2cc3c(cc2C(C)=O)OCCO3)c1 the results were PME-1 inh -6, AHR act 31, MCL1 BIM primary -1, Fam108B counter 3, MEX-5 binding -1.4, PAFAH1B2 inh -2, GLD-1 RNA inh 6, pPAFAH FP inh -2 and Bcl-xL primary -1.
For Cc1ccc(/C=C(\C#N)C(=O)NCC2CCCO2)o1 (configuration not stated) the results were PME-1 inh 2, AHR act 1, MCL1 BIM primary 17, Fam108B counter -1, MEX-5 binding -2.3, PAFAH1B2 inh -4, GLD-1 RNA inh 17, pPAFAH FP inh -6 and Bcl-xL primary 19.
`COc1cccc(C2=NOC(C(=O)Nc3ccc(C(C)=O)cc3)C2)c1` (configuration not stated) gave PME-1 inh 2, AHR act 0, MCL1 BIM primary 3, Fam108B counter 3, MEX-5 binding -4.1, PAFAH1B2 inh 7, GLD-1 RNA inh -2, pPAFAH FP inh -4 and Bcl-xL primary 0.
O=C(NCC1CCCCC1)c1cccc(S(=O)(=O)N2CCCC2)c1 was read as PME-1 inh 8, AHR act 1, MCL1 BIM primary -1, PAFAH1B2 inh 5, GLD-1 RNA inh 0, pPAFAH FP inh 3 and Bcl-xL primary -3.
Screening O=C(CC1CCCC1)N1CCN(S(=O)(=O)c2ccc(F)cc2)CC1 returned PME-1 inh 0, AHR act 2, MCL1 BIM primary 0, PAFAH1B2 inh 8, GLD-1 RNA inh 0, pPAFAH FP inh -7 and Bcl-xL primary -6.
CCCc1cc2c(-c3ccccc3)cc(=O)oc2cc1OCc1ccc(C(=O)O)o1 was read as PME-1 inh 12, AHR act 4, MCL1 BIM primary 6, Fam108B counter -3, MEX-5 binding -2.1, PAFAH1B2 inh 7, GLD-1 RNA inh 10, pPAFAH FP inh 54* and Bcl-xL primary 10.
Screening CCOc1ccc(OCCC(=O)NNC(=O)c2cc(C)oc2C)cc1 returned PME-1 inh 0, AHR act 0, MCL1 BIM primary -6, Fam108B counter 2, MEX-5 binding 1.6, PAFAH1B2 inh 0, GLD-1 RNA inh 2, pPAFAH FP inh 3 and Bcl-xL primary -7.
CN(CC(O)COc1ccc(OCC(O)CN(C)C2CCCCC2)cc1)C1CCCCC1 (configuration not stated) was read as PME-1 inh -3, AHR act -2, MCL1 BIM primary -2, Fam108B counter 4, MEX-5 binding 0.3, PAFAH1B2 inh -1, GLD-1 RNA inh 5, pPAFAH FP inh 5 and Bcl-xL primary 1.
CC(Oc1ccc2ccc(=O)oc2c1)C(=O)NC1CCN(Cc2ccccc2)CC1 (configuration not stated) was read as PME-1 inh -4, AHR act 2, MCL1 BIM primary 2, Fam108B counter 1, MEX-5 binding 1.7, PAFAH1B2 inh 3, GLD-1 RNA inh 2, pPAFAH FP inh 1 and Bcl-xL primary 2.
For O=C(NC1CCCC1)c1ccc(Br)c(S(=O)(=O)N2CCCCC2)c1 the results were PME-1 inh 2, AHR act 0, MCL1 BIM primary -4, Fam108B counter 1, MEX-5 binding -0.7, PAFAH1B2 inh 13, GLD-1 RNA inh 9, pPAFAH FP inh 0 and Bcl-xL primary -1.
`CCc1cccc(C)c1NC(=S)NCc1ccc2c(c1)cc(C)n2C` gave PME-1 inh 6, AHR act 9, MCL1 BIM primary 2, Fam108B counter 5, MEX-5 binding -2.1, PAFAH1B2 inh 4, GLD-1 RNA inh 9, pPAFAH FP inh 8 and Bcl-xL primary 1.
COc1ccc(OC)c(NC(=O)CSCC(=O)O)c1 was read as PME-1 inh 9, AHR act 3, MCL1 BIM primary 4, Fam108B counter 1, MEX-5 binding -1.2, PAFAH1B2 inh 1, GLD-1 RNA inh 1, pPAFAH FP inh -3 and Bcl-xL primary -1.
`COc1ccc(C(=O)NNC(=O)c2ccc(S(=O)(=O)N3CC(C)OC(C)C3)cc2)cc1` (configuration not stated) gave PME-1 inh -1, AHR act 0, MCL1 BIM primary 1, Fam108B counter -1, MEX-5 binding -2.4, PAFAH1B2 inh 2, GLD-1 RNA inh 5, pPAFAH FP inh -8 and Bcl-xL primary -2.
O=C(O)c1nccnc1C(=O)Nc1ccccc1-c1ccccc1 was read as PME-1 inh -1, AHR act 0, MCL1 BIM primary -7, Fam108B counter -5, MEX-5 binding -0.1, PAFAH1B2 inh 9, GLD-1 RNA inh 5, pPAFAH FP inh 4 and Bcl-xL primary 2.
Screening COC(=O)C(C)Sc1ccc2nnc(-c3ccccc3)n2n1 (configuration not stated) returned PME-1 inh 8, AHR act 2, MCL1 BIM primary 9, Fam108B counter 5, MEX-5 binding 1.0, PAFAH1B2 inh -5, GLD-1 RNA inh 2, pPAFAH FP inh -1 and Bcl-xL primary 2.
Screening O=C(NC1CCCCC1)C(c1ccccc1)N1CCc2ccccc21 (configuration not stated) returned PME-1 inh -1, AHR act 0, MCL1 BIM primary 9, Fam108B counter 0, MEX-5 binding 1.1, PAFAH1B2 inh 3, GLD-1 RNA inh 5, pPAFAH FP inh 2 and Bcl-xL primary 2.
COc1ccc(C)cc1NC(=O)c1cccc(C(=O)Nc2cc(C)ccc2OC)n1 was read as PME-1 inh 0, AHR act 3, MCL1 BIM primary 4, Fam108B counter 1, MEX-5 binding -1.8, PAFAH1B2 inh -5, GLD-1 RNA inh -5, pPAFAH FP inh 0 and Bcl-xL primary 4.
`O=C1c2ccccc2C(=O)N1CCCCN(C(=O)c1ccco1)c1ccc(Cl)cc1` gave PME-1 inh 7, AHR act -3, MCL1 BIM primary -5, Fam108B counter -1, MEX-5 binding 1.5, PAFAH1B2 inh 6, GLD-1 RNA inh -6, pPAFAH FP inh 6 and Bcl-xL primary -1.
COc1ccc(S(=O)(=O)N2CCCCCC2)cc1C(=O)N(C)Cc1ccccc1F was read as PME-1 inh 3, AHR act 3, MCL1 BIM primary 4, Fam108B counter -3, MEX-5 binding -0.4, PAFAH1B2 inh 0, GLD-1 RNA inh 5, pPAFAH FP inh 4 and Bcl-xL primary 4.
For COC(=O)CCC(=O)OC1(C)C(=O)C2=CN(C(CO)CO)C(c3ccc(OC)cc3)=CC2=C(Br)C1=O (configuration not stated) the results were PME-1 inh 1, AHR act 3, MCL1 BIM primary 40*, Fam108B counter 3, MEX-5 binding -8.0, GLD-1 RNA inh 13, pPAFAH FP inh 3 and Bcl-xL primary 38*.
For Cc1cccc(C)c1NC(=S)N(CCCN1CCCCC1)Cc1ccco1 the results were PME-1 inh -6, AHR act 2, MCL1 BIM primary 8, Fam108B counter 2, MEX-5 binding 2.1, PAFAH1B2 inh 4, GLD-1 RNA inh 5, pPAFAH FP inh 3 and Bcl-xL primary 3.
`CCOC(=O)CNC(=O)c1ccc2[nH]c3ccccc3c2c1` gave PME-1 inh 0, AHR act 2, MCL1 BIM primary 3, Fam108B counter 1, MEX-5 binding -1.1, PAFAH1B2 inh -3, GLD-1 RNA inh 8, pPAFAH FP inh 4 and Bcl-xL primary 6.
Oc1ccc(C=Nc2cccc3ccccc23)c(O)c1 was read as PME-1 inh 9, AHR act 22, MCL1 BIM primary 13, Fam108B counter 0, MEX-5 binding 3.7, PAFAH1B2 inh 6, GLD-1 RNA inh 10, pPAFAH FP inh 14 and Bcl-xL primary 11.
For O=C1CC(N2CCN(c3ccccc3)CC2)C(=O)N1c1cccc(Br)c1 (configuration not stated) the results were PME-1 inh 4, AHR act 18, MCL1 BIM primary -1, Fam108B counter -5, MEX-5 binding 3.0, PAFAH1B2 inh 2, GLD-1 RNA inh 3, pPAFAH FP inh -8 and Bcl-xL primary 4.
COc1ccccc1C(CC(=O)O)NS(=O)(=O)c1ccc2c(c1)N(C(C)=O)CC(C)O2 (configuration not stated) was read as PME-1 inh 2, AHR act 2, MCL1 BIM primary 3, Fam108B counter 4, MEX-5 binding -2.7, PAFAH1B2 inh -2, GLD-1 RNA inh 6, pPAFAH FP inh 1 and Bcl-xL primary 5.
Cc1ccc(Cl)cc1NC(=O)CN1CCN(S(=O)(=O)N2CCC(C)CC2)CC1 was read as PME-1 inh 0, AHR act -2, MCL1 BIM primary -3, Fam108B counter -2, MEX-5 binding 1.5, PAFAH1B2 inh 2, GLD-1 RNA inh 4, pPAFAH FP inh 10 and Bcl-xL primary 1.
COc1cc(/C=C(\C#N)c2ccccn2)ccc1OCC(=O)Nc1ccc(Br)cc1 was read as PME-1 inh 0, AHR act 7, MCL1 BIM primary -3, Fam108B counter -8, MEX-5 binding 0.6, PAFAH1B2 inh 3, GLD-1 RNA inh 4, pPAFAH FP inh -8 and Bcl-xL primary -1.
For CCOc1ccc2nc(NC(=O)c3cnc(C)cn3)sc2c1 the results were PME-1 inh 1, AHR act 3, MCL1 BIM primary -9, Fam108B counter 2, MEX-5 binding -2.1, PAFAH1B2 inh -4, GLD-1 RNA inh 1, pPAFAH FP inh 3 and Bcl-xL primary 2.
For Cc1cccc(OCC(=O)NC(=S)NNC(=O)c2ccncc2)c1 the results were PME-1 inh -3, AHR act 0, MCL1 BIM primary -1, Fam108B counter 0, MEX-5 binding -0.2, PAFAH1B2 inh 0, GLD-1 RNA inh 3, pPAFAH FP inh -5 and Bcl-xL primary -8.
For COC(=O)c1ccccc1NC(=O)c1cc([N+](=O)[O-])nn1Cc1ccccc1 the results were PME-1 inh -5, AHR act -1, MCL1 BIM primary 5, Fam108B counter 2, MEX-5 binding 0.8, PAFAH1B2 inh -1, GLD-1 RNA inh 6, pPAFAH FP inh 2 and Bcl-xL primary -1.
`Cc1c(Cl)cccc1NC(=O)CCNC(=O)N1CC(=O)Nc2ccccc21` gave PME-1 inh 1, AHR act 2, MCL1 BIM primary -8, Fam108B counter -3, MEX-5 binding -0.8, PAFAH1B2 inh 1, GLD-1 RNA inh -9, pPAFAH FP inh 3 and Bcl-xL primary -2.
`CC(=O)NC1C(=O)N=C(SCC(=O)NC2CCCCC2)NC1=O` (configuration not stated) gave PME-1 inh 2, AHR act 0, MCL1 BIM primary 1, Fam108B counter -3, MEX-5 binding 1.0, PAFAH1B2 inh 4, GLD-1 RNA inh 17, pPAFAH FP inh 0 and Bcl-xL primary 1.
For CCOC(=O)c1cn[nH]c1N the results were PME-1 inh 3, AHR act 0, MCL1 BIM primary 3, Fam108B counter -3, MEX-5 binding -0.5, PAFAH1B2 inh 3, GLD-1 RNA inh 4, pPAFAH FP inh -2 and Bcl-xL primary 4.
`Cc1ccccc1C(=O)OC1CCN(C)CC1` gave PME-1 inh 6, AHR act 0, MCL1 BIM primary 7, Fam108B counter 2, MEX-5 binding 2.6, PAFAH1B2 inh 10, GLD-1 RNA inh 1, pPAFAH FP inh 3 and Bcl-xL primary 4.
`COc1ccc(NC(=O)Nc2ccccc2C(N)=O)cc1` gave PME-1 inh -1, AHR act -1, MCL1 BIM primary 4, Fam108B counter 2, MEX-5 binding -2.2, PAFAH1B2 inh 3, GLD-1 RNA inh -3, pPAFAH FP inh 6 and Bcl-xL primary 3.
